# CIT2-GFP yeast = yeast TOR pathway CIT2-GFP modulation. GFP response vs DMSO, % at 10 µM. S. cerevisiae CIT2-GFP strain, flow cytometry, 3 h; 100 means same as DMSO wells. actives 0.065% (n = 320,000). AID 2029;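 active = GFP response relative to DMSO above a set limit, near the screen mean plus 3 SD, cut at about 150% in these data; inconclusive = Fewer than 70 cells measured for a yeast strain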;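 note: ratio of well median GFP fluorescence to mean of DMSO wells on the plate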
# LAP4-GFP MLPCN = modulators of TOR pathway LAP4-GFP in S. cerevisiae; S. cerevisiae LAP4-GFP multiplex, flow cytometry GFP, 3 h; median GFP as percent of DMSO wells; actives 0.34% (n = 320,000); GFP response vs DMSO, % at 10 µM;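 active = GFP response vs DMSO above a set limit, about the screen mean plus 3 SD, cut at about 150% in these data; inconclusive = under 70 cell events counted for the yeast strain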
# AGP1-GFP MLPCN = modulators of TOR pathway AGP1-GFP in S. cerevisiae | S. cerevisiae AGP1-GFP multiplex flow cytometry, 3 h; GFP as percent of DMSO wells | GFP response vs DMSO, % at 10 µM | actives 0.02% (n = 320,000);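 active = GFP response relative to DMSO above a set limit, near screen average plus 3 SD, cut at about 150% in these data; inconclusive = fewer than 70 cells counted for the yeast strain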;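 note: median GFP channel fluorescence of the gated AGP1 strain per well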
# AHR activator = activates the human aryl hydrocarbon receptor. P35869. AHR-responsive luciferase reporter cells, luminescence. activation, % at 5 µM. actives 2.5% (n = 320,000). AID 2796; in the data active = activation above about 47%;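 note: 0% = vehicle wells and 100% = reference agonist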
# Target sequence (P35869 whole entry, looked up): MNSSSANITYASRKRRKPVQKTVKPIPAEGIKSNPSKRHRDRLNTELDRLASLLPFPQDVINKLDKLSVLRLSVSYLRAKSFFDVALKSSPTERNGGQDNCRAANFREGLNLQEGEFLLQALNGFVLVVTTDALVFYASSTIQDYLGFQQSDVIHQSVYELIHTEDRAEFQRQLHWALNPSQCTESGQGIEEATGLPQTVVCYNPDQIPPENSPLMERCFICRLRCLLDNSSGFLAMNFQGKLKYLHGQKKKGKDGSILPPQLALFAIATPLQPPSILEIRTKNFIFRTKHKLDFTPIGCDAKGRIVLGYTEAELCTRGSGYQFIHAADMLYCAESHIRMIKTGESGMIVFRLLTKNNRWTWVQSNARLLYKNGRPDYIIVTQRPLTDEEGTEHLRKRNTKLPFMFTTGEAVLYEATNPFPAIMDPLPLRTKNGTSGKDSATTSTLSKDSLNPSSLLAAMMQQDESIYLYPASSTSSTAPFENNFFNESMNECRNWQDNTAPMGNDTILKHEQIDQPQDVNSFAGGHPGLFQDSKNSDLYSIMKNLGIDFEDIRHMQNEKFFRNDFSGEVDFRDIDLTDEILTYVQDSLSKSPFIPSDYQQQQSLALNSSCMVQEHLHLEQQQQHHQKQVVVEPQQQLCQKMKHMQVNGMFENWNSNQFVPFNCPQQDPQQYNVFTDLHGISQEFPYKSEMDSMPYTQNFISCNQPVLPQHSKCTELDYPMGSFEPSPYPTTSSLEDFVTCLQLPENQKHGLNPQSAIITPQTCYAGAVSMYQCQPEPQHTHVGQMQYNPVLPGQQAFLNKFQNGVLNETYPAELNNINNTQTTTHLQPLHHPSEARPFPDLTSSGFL
# Yeast superoxide = lowers age-related superoxide in aged yeast cells; S. cerevisiae aged cells, superoxide DHE fluorescence; stronger effect = lower value; superoxide response (% of plate mean), % at 10 µM; actives 0.18% (n = 330,000);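 active = superoxide response under a set limit, about three screen SD below normal, cut at about 65% in these data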;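 note: yeast aged for seven days with compound at 30 °C before DHE staining; 100% = average MFI of all compound-treated wells on the plate with controls excluded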
# Efflux pump inh = antifungal efflux pump inhibition, Nile Red retention | S. cerevisiae Candida pump triplex | inhibition, % at 10 µM | actives 0.44% (n = 330,000) | AID 485275;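 active = plate passing quality check with inhibition over a set limit, or well fluorescence over plate mean plus 4 SD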;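 note: Nile Red retained in pooled yeast measured as flow cytometry median fluorescence; 0% = buffer negative control and 100% = Enniatin B positive control; higher means more Nile Red kept so more efflux inhibition; some compounds called inactive have numbers as strong as hits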
# MEP2-GFP yeast = modulators of TOR pathway MEP2-GFP in S. cerevisiae | S. cerevisiae MEP2-GFP strain, flow cytometry GFP, 3 h; 100% = DMSO control level | GFP response vs DMSO, % at 10 µM | actives 0.51% (n = 330,000) | AID 2016;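 active = GFP response versus DMSO above a set limit, roughly screen mean plus 3 SD, cut at about 180% in these data; inconclusive = fewer than 70 cells counted for a yeast strain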;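 note: median GFP fluorescence of the barcode-gated MEP2-GFP cells per well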
# RPL19A-GFP yeast = modulators of TOR pathway RPL19A-GFP in S. cerevisiae. S. cerevisiae RPL19A-GFP strain, flow cytometry, 3 h; stronger effect = lower value. percent response vs DMSO, % at 10 µM. actives 0.3% (n = 330,000);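 active = percent response vs DMSO below 50%; inconclusive = fewer than 70 events counted for the yeast strain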;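 note: median channel GFP fluorescence of the barcoded RPL19A-GFP strain; ratio of sample median GFP to plate DMSO average so 100% = DMSO; lower means less RPL19A-GFP as with rapamycin TOR inhibition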
# The depositor's hits bear a star; ? = inconclusive; . = not tested or not shown; [ ] = another dose, or the depositor's remark.
Molecule	LAP4-GFP MLPCN	Yeast superoxide	MEP2-GFP yeast	Efflux pump inh	CIT2-GFP yeast	AGP1-GFP MLPCN	AHR activator	RPL19A-GFP yeast
C[C@@H]1CN([C@@H](C)CO)C(=O)c2cc(NS(=O)(=O)c3ccc(Cl)cc3)ccc2O[C@H]1CN(C)Cc1ccncc1	95	91	99	0.0	102	100	-1	102
Cc1ncsc1CCOC(=O)c1ccccc1	104	93	103	0.0	94	100	-4	99
Cc1ccc2nc(NCCNC(=O)c3ccccc3)c(C#N)cc2c1	91	102	102	0.1	91	89	7	92
O=C(COC(=O)c1ccccc1Br)Nc1ccc2[nH]c(=O)[nH]c2c1	102	111	94	0.1	90	102	0	94
COc1ccc(C(=O)Nc2ccc(OC)c(OC)c2)cc1	110	107	107	0.3	102	92	12	97
Cc1ccccc1C(=O)OC(C)CN1CCOCC1 (configuration not stated)	98	118	105	-0.1	104	104	7	103
CC(C)OCCCNc1nc2c(-c3ccccc3)nnn2c2ccccc12	106	97	109	0.1	105	105	23	104
CC1(C)CC(=O)C2=C(C1)N(Cc1cccnc1)C(=O)C2(NC(=O)c1ccc(F)cc1)C(F)(F)F (configuration not stated)	96	101	92	-0.2	105	101	-1	99
COc1cccc(C2c3[nH]c4ccccc4c3C[C@H]3C(=O)N(C)CC(=O)N23)c1 (some centres not stated)	96	94	95	0.2	100	96	8	101
COCOc1cc(O)c2c(=O)c(OCOC)c(-c3ccc(OCOC)c(OCOC)c3)oc2c1	103	105	107	-0.1	99	100	5	99
O=C(N/N=C/c1ccco1)C1CC1c1ccccc1 (configuration not stated)	101	102	105	-1.7	104	103	3	103
COc1ccccc1C1CCN(C(=S)Nc2ccc(Br)cc2)CC1	109	108	89	0.0	89	101	-2	92
Fc1ccc(/C=N/Nc2nccnc2Cl)cc1	106	105	111	0.1	101	101	18	101
CCCCNC(=O)O[C@@H]1C[C@@H]2CCN3C(=O)CCC[C@H]([C@H]1CC)[C@H]23	128	103	95	0.1	96	85	0	96
CCOC(=O)Cc1cnc(NC(=O)CSc2nc(C)c(CC)c(=O)[nH]2)s1	86	101	93	-0.1	101	89	5	90
O=C(/C=C/c1ccc(O)cc1)OCc1occc(=O)c1O[C@@H]1OC(CO)[C@@H](O)[C@H](O)[C@@H]1O (some centres not stated)	101	94	109	0.0	78	89	0	102
Cc1ccc(C(=O)NCC(=O)OCC(=O)c2ccc(Br)s2)cc1	106	94	99	0.1	91	103	1	96
COC(=O)c1sccc1Oc1ccc(Cl)cc1N1C(=O)CCC1=O	105	83	94	-0.1	104	104	-1	98
COc1ccc(C(=O)OCC(=O)NCc2ccc3c(c2)OCO3)cc1S(=O)(=O)N1CCOCC1	91	91	109	-0.1	124	103	-1	102
Cc1ccc(CNC(=O)CCCCCNc2nc(=S)[nH]c3ccccc23)cc1	96	87	91	-0.1	96	98	3	96

# Entries from the list above that contain a thiophene ring, fused or not (two):
Molecule	LAP4-GFP MLPCN	Yeast superoxide	MEP2-GFP yeast	Efflux pump inh	CIT2-GFP yeast	AGP1-GFP MLPCN	AHR activator	RPL19A-GFP yeast
Cc1ccc(C(=O)NCC(=O)OCC(=O)c2ccc(Br)s2)cc1	106	94	99	0.1	91	103	1	96
COC(=O)c1sccc1Oc1ccc(Cl)cc1N1C(=O)CCC1=O	105	83	94	-0.1	104	104	-1	98

# Later entries.
Molecule	LAP4-GFP MLPCN	Yeast superoxide	MEP2-GFP yeast	Efflux pump inh	CIT2-GFP yeast	AGP1-GFP MLPCN	AHR activator	RPL19A-GFP yeast
CCNc1nc(NCC)n2c(SCC(=O)Nc3cc(Cl)ccc3OC)nnc2n1	114	104	97	-0.1	97	106	3	98
CCc1ccc(NC(=O)N2CCC(c3ccccc3)C2)cc1 (configuration not stated)	100	95	102	-0.1	97	94	3	98
CCOc1ccc(C(O)(CCC(C)C)C(CN2CCOCC2)c2ccccc2)cc1 (configuration not stated)	105	93	103	-0.1	100	104	1	103
CCN(CC)C(=O)CSc1nnc2nnc3cc(Cl)ccc3n12	102	107	98	-0.1	111	100	44	97
CCC(C)(C)NC(=O)CN(Cc1cccs1)C(=O)CNS(=O)(=O)c1ccc(F)cc1	95	106	110	-0.1	97	101	-1	102
CCOc1ccc(-n2c(Cc3ccccc3)nnc2SCc2c(C)noc2C)cc1	111	100	107	0.3	100	106	-1	100
Cc1c(/C=N/NC(=O)c2cccnc2)c2ccccn2c1C(=O)c1ccc(F)cc1	93	94	102	0.1	101	101	73*	104
Cc1ccccc1CN(C)CC(=O)Nc1ccccc1Oc1ccccc1	99	96	102	-0.1	93	97	0	103
O=C1CC(c2ccc(Br)cc2)NC(c2ccc(Br)cc2)C1c1ccccc1 (configuration not stated)	103	102	106	0.0	90	99	4	106
CCN(CC(=O)Nc1c(F)cccc1F)C(=O)CNC(=O)c1ccco1	93	99	100	0.1	87	97	0	97
C=CCn1c(SCC(=O)Nc2ccccc2CC)nnc1-c1ccncc1	98	116	96	0.6	105	97	-4	.
Cc1ccc(S(=O)(=O)Nc2nc3ccccc3nc2NCC2CCCO2)cc1C (configuration not stated)	95	105	95	0.1	99	95	-1	98
CC(C)CNC(=O)c1cc2nc3c(c(C(F)(F)F)n2n1)CCc1ccccc1-3	116	101	107	0.1	104	99	-4	98
C=CCNC(=O)CC(=O)N/N=C/c1cccc(C)c1	93	106	96	0.1	94	93	16	103
COc1nc(NCc2ccco2)nc(N2CCC(C)CC2)n1	88	87	95	0.2	94	100	11	95
COc1ccccc1CNC(=O)c1ccc(NC2=NC3CS(=O)(=O)CC3S2)cc1 (configuration not stated)	98	93	106	-0.2	104	101	1	99
O=C(CCc1ccccc1)N/N=C/c1cccc(O)c1	104	82	95	-0.2	100	100	10	100
CCOC(=O)N1CCN(C(=O)Nc2ccccc2)CC1	100	86	101	-0.1	103	106	-1	101
Cc1cc(C)c(NC(=O)CNC(=O)CN2C(=O)NC3(CCCc4ccccc43)C2=O)c(C)c1 (configuration not stated)	91	95	85	0.0	95	99	4	94
COc1cccc(/C=N/NC(=O)C(=O)Nc2ccccc2OC(F)(F)C(F)F)c1	98	105	105	-0.2	104	103	1	109

# Single records, as listed above:
# Entry for O=C1CC(c2ccc(Br)cc2)NC(c2ccc(Br)cc2)C1c1ccccc1 (configuration not stated) = LAP4-GFP MLPCN = 103; Yeast superoxide = 102; MEP2-GFP yeast = 106; Efflux pump inh = 0.0; CIT2-GFP yeast = 90; AGP1-GFP MLPCN = 99; AHR activator = 4; RPL19A-GFP yeast = 106
# Entry for CCC(C)(C)NC(=O)CN(Cc1cccs1)C(=O)CNS(=O)(=O)c1ccc(F)cc1 = LAP4-GFP MLPCN = 95; Yeast superoxide = 106; MEP2-GFP yeast = 110; Efflux pump inh = -0.1; CIT2-GFP yeast = 97; AGP1-GFP MLPCN = 101; AHR activator = -1; RPL19A-GFP yeast = 102
# Entry for Cc1cc(C)c(NC(=O)CNC(=O)CN2C(=O)NC3(CCCc4ccccc43)C2=O)c(C)c1 (configuration not stated) = LAP4-GFP MLPCN = 91; Yeast superoxide = 95; MEP2-GFP yeast = 85; Efflux pump inh = 0.0; CIT2-GFP yeast = 95; AGP1-GFP MLPCN = 99; AHR activator = 4; RPL19A-GFP yeast = 94

# Later entries
Molecule	LAP4-GFP MLPCN	Yeast superoxide	MEP2-GFP yeast	Efflux pump inh	CIT2-GFP yeast	AGP1-GFP MLPCN	AHR activator	RPL19A-GFP yeast
COc1ccc(C(=O)NNC(=O)C(=O)Nc2ccc(C)cc2)cc1	98	98	100	-0.6	112	99	1	102
COc1ccc(C(=O)Nc2ccncc2)cc1[N+](=O)[O-]	99	100	107	0.0	102	98	.	100
CCOc1ccc2nc(C(C)O)[nH]c2c1 (configuration not stated)	101	96	103	-0.1	110	106	-1	102
O=C(NNc1nc2ccccc2s1)Nc1ccc(Cl)c(Cl)c1	103	106	107	0.1	91	96	27	95
O=[N+]([O-])c1ccc(-[n+]2nc(-c3ccccc3)nn2-c2ccccc2)cc1	99	102	102	-0.1	105	106	-1	105
CCOc1ccccc1NC(=O)[C@@H](NC(=O)c1cccc(S(=O)(=O)N2CCOCC2)c1)C(C)C	91	106	97	-0.2	106	102	3	98
NS(=O)(=O)c1ccc(CCNc2nc(C(F)(F)F)nc3ccccc23)cc1	87	85	97	1.1	93	98	1	105
Cc1ccc(NC(=O)CCc2nnc3ccc(NCc4ccco4)nn23)cc1F	90	96	103	-0.3	99	90	6	97
CN1CCN(c2ncnc3scc(-c4ccccc4Cl)c23)CC1	87	111	90	0.1	90	92	-3	93
Cc1ccc(N(CC(=O)NC(C)(C)C)C(=O)CS(=O)CC(=O)Nc2ccc3c(c2)OCO3)cc1 (configuration not stated)	100	95	94	-0.2	94	98	3	94
CCOC(=O)/C=C1\SCC(=O)N1CC(=O)NC(C)c1ccc(F)cc1 (configuration not stated)	77	96	83	0.1	87	97	2	100
COc1ccc(OCc2cc(C(=O)N3CCCC3)no2)c2ccccc12	85	98	103	0.2	.	87	51*	110
CCOC(=O)C(NC(C)=O)(OCc1ccccc1)C(F)(F)F (configuration not stated)	103	105	106	0.0	101	100	-6	104
O=C(COc1cc2oc(=O)c3c(c2cc1Cl)CCCC3)NCC1CCC(C(=O)O)CC1 (configuration not stated)	96	122	103	0.0	104	104	-7	102
CC(OC(=O)c1cn(-c2ccccc2)nc1-c1cccnc1)C(N)=O (configuration not stated)	110	107	103	0.0	113	101	-1	114
COc1ccc(OC)c(NC(=O)C2C3CCC(C3=C(C)C)C2C(=O)O)c1 (configuration not stated)	99	117	94	-0.1	96	98	0	101
CCOC(=O)N1CCC(NC(=O)c2ccc3c(c2)N(Cc2ccc(C)cc2)CCS3)CC1	86	91	95	0.1	90	94	1	90
COCCNC(=O)c1ccc(CS(=O)(=O)c2ccccc2C)o1	90	92	86	-0.1	99	91	8	89
Cc1cc(-c2ccccc2)nc(SC(C(=O)O)c2ccccc2)n1 (configuration not stated)	100	108	93	0.3	80	91	3	94
COc1ccc2cc3cc(C(=O)NCCC(C)C)oc3nc2c1	95	99	108	-0.1	95	94	-1	103
Cc1ccc(C2(C)NC(=O)N(CC(=O)Nc3cc(S(=O)(=O)N4CCOCC4)ccc3C)C2=O)cc1 (configuration not stated)	96	94	94	-0.5	91	95	4	96
O=c1c(Cl)c(NCCCO)cnn1-c1nc2ccccc2[nH]1	109	101	100	-0.1	100	105	38	103
O=C(Cc1ccccc1F)Nc1cc(Cl)ccc1N1CCCC1	96	78	103	0.2	103	101	2	103
Cc1ccc(-c2nn(-c3ccccn3)c(=O)c3ccccc23)cc1	93	110	97	0.2	77	86	0	97
Cc1c(NC(=O)/C=C/c2cn(-c3ccccc3)nc2-c2ccccc2)c(=O)n(-c2ccccc2)n1C	87[may fluoresce violet]	106	175*[may fluoresce violet]	0.1	?	.	-3	64[may fluoresce violet]
O=C(CC1SC(N2CCCCC2)=NC1=O)Nc1cccc(C(=O)Nc2ncccc2O)c1 (configuration not stated)	101	100	97	-0.1	104	103	8	98
CCOc1cccc2cc(C(=O)Nc3nccs3)c(=O)oc12	114	100	100	0.0	92	100	-1	100
CC(=O)Cn1c(CN2CCCC2)nc2ccccc2c1=O	104	96	97	0.3	96	97	4	97
COc1ccccc1OCc1csc(NC(=O)c2ccco2)n1	108	105	107	0.0	95	102	6	104

# Screens: PubChem, several laboratories
